From PubChem BioAssay
Diaphorase inh: diaphorase inhibitors and chemical oxidizers, primary screen, counter-screen for diaphorase-coupled primary assays, biochemical, uHTS, resorufin fluorescence; diaphorase resazurin-to-resorufin fluorescence, NADH, 16 min; bacterial (C. kluyveri) enzyme, not human; 190,000 tested, 0.69% active; inhibition, % at 20 µM;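 active = primary screen inhibition at 20 µM above a set limit, cut at about 50% in these data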;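 also: plate controls were DMSO with full reaction for no effect and wells lacking NADH for full effect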
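material = Clostridium kluyveri diaphorase enzyme | amount = 0.14 U/mL diaphorase, enzyme working solution | schedule = incubation 16 min, room temperature | detection = fluorescence of resorufin formed from resazurin, Ex 544/Em 590 nm | benchmarks = positive control minus NADH, DMSO neutral control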
Diaphorase act: compounds boosting diaphorase resazurin reduction – biochemical, uHTS, resorufin fluorescence, counter-screen for diaphorase-coupled primary assays, primary screen; Diaphorase/resazurin coupled assay, 16 min; active compounds read high; 1 = vehicle wells, 0 = NADH-free wells; activation factor at 20 µM; 190,000 tested, 0.005% active;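 active = diaphorase activity raised at least twofold by the compound at 20 µM; inactive = activation factor below 2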
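Material: purified diaphorase enzyme from Clostridium kluyveri; Also added: 0.114 mM NADH and 0.1 mM resazurin, final amounts; Doses: single compound dose of 20 µM, 1% DMSO final; Times: 16 min enzyme reaction, ambient temperature; Detection: resorufin fluorescence, excitation 544 nm, emission 590 nm; Measure: increased resorufin signal from activators or reducing compounds.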
APP 5'UTR act: activators of APP 5'UTR luciferase reporter, primary screen, SH-SY5Y cells; 190,000 tested, 1% active; AID 1276, 2008; SH-SY5Y APP 5'UTR luciferase reporter, luminescence; zero percent = DMSO vehicle wells; activation, % at 2 µM;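 active = activation above a set limit, based on mean plus 3 SD of controls, cut at about 140% in these data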; also: values of inactives mirror those of a sister screen read the other way
STAT1 activator: STAT1 signaling activators, primary screen, cell-based, HTS, luciferase reporter. 200,000 tested, 2.6% active. AID 932, 2007. activation (% of control), % at 5.5 µM. NIH 3T3 STAT1-luciferase reporter, IFN-gamma, luminescence; 100% = IFN-gamma alone, no compound;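 active = activation above the screen-wide mean activation plus 3 SD, cut at about 130% in these data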;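 also: raw ratio to IFN-gamma control signal so 100% means no change and 0% no light; values of inactives mirror those of a sister screen read the other way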
NF-kB neuron act: activators of NF-kB expression in neurons, primary screen, cell-based, HTS; human neuronal cells, NF-kB reporter expression; active compounds read high; fold change at 12.5 µM; 190,000 tested, 1.6% active; AID 1239, 2008; in the data active = fold change above about 3.3
FLuc inhib CS: firefly luciferase enzyme inhibitors, primary screen, artefact control for luciferase-based inhibitor screens, biochemical, luminescence, ATPLite; AID 1006, 2008; Luciferin 4-monooxygenase (Photinus pyralis), P08659; 200,000 tested, 1.5% active; inhibition, % at 10 µM; 10 min;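 active = inhibition above about 50% when tested at 10 µM, limit read from the data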
TLR4-MyD88 BLA: inhibitors of TLR4-MyD88 association in cells, primary screen, cell-based, HeLa CL3-4, BLA complementation, FRET ratio. inhibition, % at 8.4 µM. 200,000 tested, 0.18% active. AID 861, 2007. Toll-like receptor 4 (Homo sapiens) + Myeloid differentiation primary response protein …. HeLa CL3-4 TLR4/MyD88 BLA complementation; in the data active = inhibition above about 25%;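 also: 0% = vehicle and 100% = reference inhibitor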
Target sequence (O00206 whole entry, looked up): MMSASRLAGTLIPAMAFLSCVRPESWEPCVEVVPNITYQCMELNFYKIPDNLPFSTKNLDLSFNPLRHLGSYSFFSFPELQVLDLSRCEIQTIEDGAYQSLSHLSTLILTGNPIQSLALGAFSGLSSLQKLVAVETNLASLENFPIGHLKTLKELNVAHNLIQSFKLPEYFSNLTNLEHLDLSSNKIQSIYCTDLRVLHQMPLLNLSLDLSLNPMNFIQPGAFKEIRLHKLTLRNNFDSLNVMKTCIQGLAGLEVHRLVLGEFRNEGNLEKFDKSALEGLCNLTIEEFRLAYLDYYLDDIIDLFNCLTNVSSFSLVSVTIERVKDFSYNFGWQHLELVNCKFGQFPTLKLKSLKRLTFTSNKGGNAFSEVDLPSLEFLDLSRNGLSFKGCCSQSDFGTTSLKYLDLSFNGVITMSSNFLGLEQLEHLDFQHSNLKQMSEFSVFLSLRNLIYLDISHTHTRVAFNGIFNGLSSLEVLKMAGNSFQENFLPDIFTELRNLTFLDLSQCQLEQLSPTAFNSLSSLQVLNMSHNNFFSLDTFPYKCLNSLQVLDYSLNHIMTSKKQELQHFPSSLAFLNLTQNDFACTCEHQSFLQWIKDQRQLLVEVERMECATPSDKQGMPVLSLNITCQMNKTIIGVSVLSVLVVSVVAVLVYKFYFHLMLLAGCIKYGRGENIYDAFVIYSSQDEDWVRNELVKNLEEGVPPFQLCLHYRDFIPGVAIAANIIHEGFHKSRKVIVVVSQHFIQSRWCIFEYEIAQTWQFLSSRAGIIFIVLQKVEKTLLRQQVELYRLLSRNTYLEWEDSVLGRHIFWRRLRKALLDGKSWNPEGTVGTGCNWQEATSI
Target sequence (Q99836 whole entry, looked up): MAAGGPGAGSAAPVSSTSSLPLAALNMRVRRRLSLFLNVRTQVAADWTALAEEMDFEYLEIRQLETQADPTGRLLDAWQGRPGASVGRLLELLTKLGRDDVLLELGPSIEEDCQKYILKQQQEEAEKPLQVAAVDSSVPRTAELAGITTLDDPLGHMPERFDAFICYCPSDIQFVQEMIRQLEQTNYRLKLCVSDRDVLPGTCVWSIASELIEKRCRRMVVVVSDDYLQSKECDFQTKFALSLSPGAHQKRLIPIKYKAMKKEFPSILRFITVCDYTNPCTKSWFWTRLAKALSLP
FLuc stim CS: FLuc activators, initial screening, artefact control for FLuc-dependent activation tests, biochemical, ATPlite luminescence; AID 1027, 2008; activation factor at 10 µM; 200,000 tested, under 10 active; ATPlite luciferase biochemical, 10 min; 0 = ATP-free wells, 1 = DMSO control; Luciferin 4-monooxygenase (Photinus pyralis), P08659;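 active = luciferase activation factor, scaled between plate controls, of at least 2 with compound at 10 µM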
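Assay system: Luciferase/luciferin detection reagent, cell-free biochemical luciferase assay / Read-out: luciferase activation / Benchmarks: No-ATP low control, compound-free enzyme-plus-ATP high control / Medium: PBS buffer for ATP / Detection: luminescence measurement of luciferase light output / Schedule: 10 min at ambient temperature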
G6PDH CS: L. mesenteroides G6PDH inhibitors, counter-screen for G6PDH-coupled screening assays, biochemical, Leuconostoc mesenteroides enzyme | 200,000 tested, 0.12% active | inhibition, % at 5 µM | glucose-6-phosphate dehydrogenase [Leuconostoc mesenteroides] | Purified L. mesenteroides G6PDH, diaphorase/resazurin coupled fluorescence, 45 min; in the data active = inhibition above about 50%
APP transl inh: inhibitors of APP translation via 5'UTR reporter, primary screen, APP 5'UTR luciferase, SH-SY5Y cells | SH-SY5Y APP 5'UTR-luciferase reporter, luminescence | inhibition, % at 2 µM | 190,000 tested, 0.82% active | AID 1285, 2008;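 active = inhibition above a set limit, derived from the sample mean plus 3 SD, cut at about 45% in these data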; also: values of inactives mirror those of a sister screen read the other way
Numbers without * were called inactive; · = no result given.

cpd	SMILES	Diaphorase inh	Diaphorase act	APP 5'UTR act	STAT1 activator	NF-kB neuron act	FLuc inhib CS	TLR4-MyD88 BLA	FLuc stim CS	G6PDH CS	APP transl inh
1	O=C(c1ccc(NC2=NC3CS(=O)(=O)CC3S2)cc1)N1CCN(C(=O)c2ccco2)CC1 (centres undefined)	14	0.9	24	96	1.4	-4	-8	1	12	-24
2	CCOc1ccc(-n2c(=O)c3sccc3n(CC(=O)NCCc3ccc(OC)c(OC)c3)c2=O)cc1	-6	1.1	13	100	1.2	-3	-17	1	11	-13
3	CCN(CC)C(=O)C1CC(=O)OC1(C)C (centres undefined)	4	1	-7	104	1.1	-2	-2	1	1	7
4	COc1ccc(Nc2ncnc3sc(-c4ccccc4)cc23)cc1	20	0.8	15	102	1.2	-2	8	1	4	-15
5	Cc1cc(NC(=O)CSc2nc(C(C)C)nc3sc(C)c(C)c23)no1	4	1	26	94	1	-3	5	1	-2	-26
6	Cc1ccc(N2C(=O)CC(N3CCN(C4CCc5ccccc5C4)CC3)C2=O)cc1 (centres undefined)	6	0.9	20	105	1.1	-7	-14	1.1	9	-20
7	CCOC(=O)CSc1ccc(S(=O)(=O)N2CCCC2)cc1[N+](=O)[O-]	14	0.9	21	100	0.99	-4	1	1	3	-21
8	CC1(C)CC(=O)C(C2=NC3(CCCCC3)Cc3ccccc32)=C(O)C1	3	1	15	87	0.97	-3	-10	1	12	-15
9	COC(=O)C1(S(=O)(=O)c2cc(Br)cc3c2N(C(C)=O)CC3)CC1	15	0.8	6	99	1.2	-8	2	1.1	5	-6
10	Cc1c(N2C(=O)c3ccc(Br)cc3C2=O)c(=O)n(-c2ccccc2)n1C	-3	1	9	101	1.1	-7	-4	1.1	3	-9
11	Cc1cc(C)nc(-n2nc(C)cc2NC(=O)c2ccc(F)cc2F)n1	3	1	-2	102	1	-4	-3	1	1	2
12	O=C(NCCCn1ccnc1)C(Cc1ccccc1)N1C(=O)c2ccccc2C1=O (centres undefined)	2	1	9	100	1.1	-4	5	1	8	-9
13	CCOc1cc(N2CCOCC2)c(OCC)cc1NC(=O)CN1CCC(Cc2ccccc2)CC1	25	0.8	14	104	0.89	-4	-10	1	-15	-14
14	CNc1sc(C(=O)c2cccs2)c(N)c1-c1nc2ccccc2s1	28	0.7	52	99	1.3	-8	-9	1.1	3	-52
15	Cc1cc(C(=O)Nc2cnc3ccccc3c2)ccc1[N+](=O)[O-]	2	1	204*	137*	2.2	-1	3	1	4	-204
16	O=C(CCn1c(=O)sc2ccccc21)NCc1cccs1	2	1	-1	99	1.2	-4	2	1	5	1
17	CCCCNC(=O)c1onc(CSc2cccc3ccccc23)c1C(=O)O	9	0.9	5	91	0.9	-1	9	1	6	-5
18	CCOC(=O)CC(NS(=O)(=O)c1ccc(OC)c(OC)c1)c1cccc([N+](=O)[O-])c1 (centres undefined)	7	0.9	-2	93	0.97	0	-3	1	6	2
19	CCN1CCCc2cc(CN(CCN3CCOCC3)C(=S)Nc3ccc(OC)c(OC)c3)ccc21	-3	1	-1	100	1.1	-8	-12	1.1	4	1
20	CCOC(=O)C1CCN(C/C=C/c2ccccc2OC)CC1	7	0.9	-8	103	1.2	-7	3	1.1	20	8
21	O=C(NN1C(=O)C2C3c4ccccc4C(c4ccccc43)C2C1=O)c1ccccc1 (centres undefined)	11	0.9	17	99	1.1	3	-3	1	5	-17
22	Cc1ccc(C(=O)Nc2nc(C)c(C)s2)o1	11	0.9	132	132*	4*	40	3	0.6	-3	-132
23	CCOc1ccc(NC(=S)NNC(=O)c2ccc(Br)cc2)cc1	-1	1	25	94	1	-3	-11	1	-3	-25
24	FC(F)(F)c1nnc2ccc(-n3ccnc3)nn12	15	0.9	11	106	1.1	-7	2	1.1	-2	-11
25	COC(=O)c1ccc(COc2ccc(/C=N/O)cc2OC)o1	-10	1.1	-2	107	1.9	9	-1	0.9	-4	2
26	COc1ccc(-c2nc(S(=O)(=O)c3ccccc3)c(N3CCOCC3)o2)cc1	12	0.9	-14	105	1.1	-3	3	1	4	14
27	COc1ccccc1C(=O)NNC(=O)c1ccc(Cl)cc1	8	0.9	2	114	1.7	30	-13	0.7	4	-2
28	CC1CC1C(=O)Nc1cc(S(=O)(=O)N2CCOCC2)ccc1N1CCCC1 (centres undefined)	3	1	38	94	1.3	-5	11	1	0	-38
29	CCOc1ccc2cc(C#N)c(SCC(=O)OC)nc2c1	10	0.9	159*	150*	5.9*	11	-1	0.9	5	-159
30	CCOC(=O)C(CC)(CCC(=O)O)c1csc(N)n1 (centres undefined)	15	0.9	-7	103	1.2	-2	-9	1	3	7
31	O=C(CSc1ccc2c(c1)OCCO2)NCc1ccco1	8	0.9	-4	95	1.2	-4	-1	1	6	4
32	COc1ccc(-n2nc([N+](=O)[O-])c(=NCCC3=CCCCC3)n2O)cc1	12	0.9	15	112	1.4	0	10	1	-2	-15
33	O=C(COC(=O)C1CCCN1C(=O)c1cccs1)c1ccccc1 (centres undefined)	13	0.9	1	95	1.2	-2	5	1	4	-1
34	COc1cccc(C(=O)CC(C(=O)O)c2ccc(F)cc2)c1 (centres undefined)	-2	1	0	103	0.85	2	9	1	0	0
35	Cc1cc(C)cc(OCC(=O)Nc2cccc(-c3nnc(-c4ccco4)o3)c2)c1	13	0.9	-6	114	1.8	-3	5	1	-76	6
36	Cc1nn(C)c(Cl)c1C(=O)NCC(=O)O	1	1	1	92	0.91	0	-2	1	-2	-1
37	CCCC(=O)OCC(=O)Nc1ccccc1Sc1ccccc1	10	0.9	5	92	1	-3	-4	1	13	-5
38	O=c1cc(-c2ccccc2)nc2nc(SCc3ccccc3)[nH]n12	16	0.8	-3	101	1.1	11	3	0.9	1	3
39	CCOc1ccc(N=c2cc(-c3ccc(OC)cc3)oc3ccccc23)cc1	14	0.9	-4	113	1	-8	12	1.1	-24	4
40	CCc1ccc(C(=O)COC(=O)C(Cc2ccccc2)NC(=O)C2CCC(C)CC2)cc1 (centres undefined)	2	1	2	95	1.2	-5	6	1	8	-2

Four structures out of the list, sorted by length of the SMILES, ascending.
cpd	SMILES	Diaphorase inh	Diaphorase act	APP 5'UTR act	STAT1 activator	NF-kB neuron act	FLuc inhib CS	TLR4-MyD88 BLA	FLuc stim CS	G6PDH CS	APP transl inh
27	COc1ccccc1C(=O)NNC(=O)c1ccc(Cl)cc1	8	0.9	2	114	1.7	30	-13	0.7	4	-2
25	COC(=O)c1ccc(COc2ccc(/C=N/O)cc2OC)o1	-10	1.1	-2	107	1.9	9	-1	0.9	-4	2
38	O=c1cc(-c2ccccc2)nc2nc(SCc3ccccc3)[nH]n12	16	0.8	-3	101	1.1	11	3	0.9	1	3
39	CCOc1ccc(N=c2cc(-c3ccc(OC)cc3)oc3ccccc23)cc1	14	0.9	-4	113	1	-8	12	1.1	-24	4

Next part
cpd	SMILES	Diaphorase inh	Diaphorase act	APP 5'UTR act	STAT1 activator	NF-kB neuron act	FLuc inhib CS	TLR4-MyD88 BLA	FLuc stim CS	G6PDH CS	APP transl inh
41	COCCCn1c(SCC(=O)OC2CCCCC2)nnc1-c1cccs1	13	0.9	-3	106	1.1	12	6	0.9	-1	3
42	CCOc1ccc(CCNC(=O)C2CCC(=O)N2C2CCCCC2)cc1OCC (centres undefined)	18	0.8	2	90	1	-8	-11	1.1	6	-2
43	Cc1ccccc1C(CC(=O)c1cccs1)C(C#N)C#N (centres undefined)	12	0.9	15	103	1.1	4	1	1	-7	-15
44	CCOc1ccccc1N1CCN(S(=O)(=O)c2ccc(Cl)s2)CC1	17	0.8	16	97	0.97	-1	-2	1	2	-16
45	CCOc1cccc(/C(O)=C2/C(=O)C(=O)N(CCOC)C2c2ccncc2)c1 (centres undefined)	12	0.9	-6	103	0.96	-1	-2	1	3	6
46	COc1ccc(CCC(=O)OC(C)C(=O)c2ccc(C)cc2)cc1 (centres undefined)	18	0.8	5	100	1	-3	-8	1	1	-5
47	CCC(C)NS(=O)(=O)c1ccc(NS(=O)(=O)c2ccccc2[N+](=O)[O-])cc1 (centres undefined)	-20	1.2	6	106	·	-3	-11	1	16	-6
48	COc1cc(CNC2CCCCC2)c(Br)cc1OC1CCCC1	4	1	-3	95	0.8	-4	-9	1	2	3
49	CC1CCN(C(=O)COC(=O)c2n[nH]c3ccccc23)CC1	8	0.9	67	125	2.5	55*	0	0.5	4	-67
50	CN(C)c1ccc(C(=O)N2CC(=O)N(CCc3ccccc3)C(=O)C2)cc1	11	0.9	18	99	0.99	-8	10	1.1	5	-18
51	O=C1c2cccc(OCc3ccc(F)cc3)c2CCN1Cc1ccc(F)cc1	19	0.8	-8	93	1.2	-4	-3	1	-42	8
52	O=C(COc1ccccc1Cl)NC(=S)N1CCc2ccccc21	16	0.8	20	102	1.5	-1	1	1	8	-20
53	COc1ccc(OC)c2c(C)cc(N3CCN(C(=O)c4ccc(F)cc4)CC3)nc12	18	0.8	3	100	0.44	-5	-3	1	14	-3
54	CCCCNC(=O)c1onc(CSc2cc(C)cc(C)c2)c1C(=O)O	15	0.9	12	106	1.2	-6	1	1.1	3	-12
55	O=C(NCc1ccc(-n2cccc2)cc1)c1cccc(F)c1	3	1	12	103	1.1	7	-3	0.9	14	-12
56	COc1ccc(/C=C(\NC(=O)c2ccccc2)C(=O)NNC(=O)CCN2CCOCC2)cc1	-11	1.1	-19	105	1.1	0	-18	1	10	19
57	COc1cc(/C=N/NC(=O)CNC(=O)c2ccccc2)ccc1OC(=O)c1cccs1	23	0.8	0	101	1.3	-6	-3	1.1	-4	0
58	Cc1ccc2c(CC(=O)Nc3nc(C)cs3)coc2c1	25	0.8	13	98	1.2	-2	-15	1	4	-13
59	O=C(NCCc1cn2ccsc2n1)c1cccs1	-2	1	-3	104	1.4	-1	-14	1	-4	3
60	COc1ccc2nc(NC(=O)C3CCN(S(=O)(=O)c4cccs4)CC3)sc2c1	26	0.7	11	96	0.48	0	-5	1	5	-11
61	O=C1OC(c2ccccc2)/C(=C(/O)c2ccc(Cl)cc2)C1=O (centres undefined)	6	0.9	0	99	0.99	4	-2	1	24	0
62	COc1ccc(Cl)cc1C(=O)NCc1cn(C)nc1C	11	0.9	4	95	1.2	-10	3	1.1	6	-4
